High-throughput results deposited in PubChem by National Center for Advancing Translational Sciences (NCATS).
Lipid storage S3: qHTS Assay for Lipid Storage Modulators in Drosophila S3 Cells | 0.64% of 320,000 active | Drosophila S3 cells, BODIPY lipid droplet fluorescence, 18-24 h; cells fed with added oleic acid | Potency in µM for hits, for the others lipid storage change, negative = inhibition, % at the top dose, mostly 46.1 µM; active = well fitted inhibition curve with a large enough effect in the signal ratio, with a control signal flat, not every such curve was filed as active; inconclusive = small, poorly fitted or top-dose-only effect, or effect the other way, or a change in a side signal; the % refers to the signal ratio
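Laser-scanning cytometry quantifies lipid droplet accumulation (500–530 nm total intensity; droplet/cell object ratio) in oleic acid-fed (400 uM added) Drosophila S3 cells treated with a concentration series. 20 uM Triacsin C defined 100% inhibition.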
Lipid storage S3 cell count max: further read-out of Lipid storage S3, marked with its call; cell number change, %; measured here: cell count max response;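 cells counted by Cell Tracker Red CMTPX staining in the red channel; peak over a dose series mostly up to 46.1 µM; percent activity relative to internal control wells on each plate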
The depositor's hits bear a star; i = inactive; ? = inconclusive; / = no result given. % is scaled to controls: 0 for no effect and ±100 for the full control effect; potency is read from the fitted curve at half-maximal effect. An excerpt; rates above refer to the full screens.

entry | smiles | Lipid storage S3 | Lipid storage S3 cell count max
1 | CCS(=O)(=O)NCCc1cc2c(OC)ccc(OC)c2[nH]c1=O | 10% | 3
2 | COc1ccc2c(c1)c1ncn(CCCN3CCOCC3)c(=O)c1n2C | ? | /
3 | COc1ccc(S(=O)(=O)NCC2CCCN(C(=O)CCC(F)(F)F)C2)cc1 (stereo not given) | ? | /
4 | CCOc1ccc(N2CC(C(=O)OCC(=O)NCc3ccccc3)CC2=O)cc1 (stereo not given) | -7% | 0
5 | CC(C)Cn1c(=O)c(C(=O)NCc2ccc3c(c2)OCO3)c(O)c2ccccc21 | 5% | 7
6 | O=C(CCCN1CCC(C(=O)c2ccc(F)cc2)CC1)c1ccc(F)cc1 | -13% | -8
7 | CC(C)c1ccccc1NC(=S)N(C)C | -8% | 17
8 | COc1cccc(CN2CC(C(=O)N(C)C3CCOCC3)CCC2=O)c1 (stereo not given) | i | -2
9 | CC(=O)Nc1ccc(NC(=O)c2cc(=O)c3ccccc3o2)cc1 | i | -22
10 | Cc1cc(C(F)(F)F)nn1CC(=O)NNC(=S)Nc1ccc(F)cc1 | i | /
11 | O=C(COC(=O)c1ccc([N+](=O)[O-])cc1Cl)NC(=O)c1ccccc1 | i | 12
12 | Cc1ccc(CSc2nc3ccsc3c(=O)n2Cc2ccccn2)cc1 | 24% | /
13 | CC[C@H]1OC(=O)[C@H](C)[C@@H](O[C@H]2C[C@@](C)(OC)[C@@H](O)[C@H](C)O2)[C@H](C)[C@@H](O[C@@H]2O[C@H](C)C[C@H](N(C)C)[C@H]2O)[C@](C)(O)C[C@@H](C)[C@@H]2N[C@@H](COCCOC)O[C@H]([C@H]2C)[C@]1(C)O | -1% | -3
14 | Cc1ccccc1CCN(C(=O)CN1C(=O)c2ccccc2S1(=O)=O)C(C(=O)NCC1CCCO1)c1ccncc1 (stereo not given) | 3% | -7
15 | CCc1ccc(-c2cc(C)no2)cc1S(=O)(=O)NCc1ccco1 | 10% | 8
16 | CCN(CC)c1ccc(/C=N/NC(=O)c2nnn(-c3nonc3N)c2-c2ccc(C)cc2)cc1 | ? | /
17 | COC(=O)C1=C(C(=O)OC)[C@@H]2N(C)c3ccc(OC)cc3[C@@]23C[C@@H](C(=O)OC)N(C(=O)C2CCC2)C3=N1 | 5% | -11
18 | COCCOc1cc(NC(=O)CS(=O)CC(=O)N(C)C)c(Cl)cc1Cl (stereo not given) | 25% | 20
19 | c1ccc(COc2cccc(CN3CCCCC3)c2)cc1 | -3% | 22
20 | Cn1c(CCC(=O)OCC(=O)NCc2ccc3c(c2)OCO3)nc(=O)c2ccccc21 | ? | /
21 | CC(=O)Oc1ccc(N(C(C)=O)S(=O)(=O)c2cc([N+](=O)[O-])ccc2C)cc1 | ? | /
22 | CCC1Sc2ccc(S(=O)(=O)Nc3ccc(OC)c(OC)c3)cc2NC1=O (stereo not given) | ? | /
23 | O=C(Nc1nc2ccccc2s1)c1cc2c(s1)-c1ccccc1OC2 | ? | /
24 | CCn1c(SCC(=O)Nc2nc3c(s2)CCCC3)nnc1-c1ccccc1 | ? | /
25 | Cc1ccc(/C=C/C(=O)OCC(=O)NCc2ccc(Cl)cc2)o1 | ? | /
26 | COc1ccc(COc2ccsc2C(=O)Nc2ccc(Cl)cc2)cc1 | ? | /
27 | O=C(COc1ccc(S(=O)(=O)N2CCCCC2)cc1)NCc1cccnc1 | ? | /
28 | CCCCNC(=S)N(CCCN(C)C)Cc1cc2cc3c(cc2[nH]c1=O)OCO3 | -4% | -19
29 | COC(=O)C1=C(O)/C(=C\c2ccc(O)c(OC)c2)N=C1C | ? | /
30 | CN(C)C(=O)COC(=O)c1cccc(CN2C(=O)c3ccccc3C2=O)c1 | 10% | 19
31 | Cc1ccc(C)c(NC(=O)CSc2nc(=O)n(CCN3CCOCC3)c3c2CCCC3)c1 | ? | /
32 | CCOC(=O)c1ccc(NC(=O)COc2ccc(S(=O)(=O)NC(C)C)cc2)cc1 | i | -7
33 | O=C(C1CCC(=O)N(C2CCCC2)C1)N1CCN(Cc2cccc(F)c2)CC1 (stereo not given) | ? | /
34 | COc1ccc(N/C=C/C(=O)c2ccc(Cl)cc2)cc1 | ? | /
35 | O=C(C1CCCO1)N1CCC(c2nc3ccccc3[nH]2)CC1 (stereo not given) | i | 9
36 | CSCC[C@H](NC(=O)c1cc2c([nH]c3ccccc32)c(-c2ccccc2)n1)C(=O)O | -15% | 2
37 | O=C(NCc1ccccc1)c1cccc(COc2cc(Cl)ccc2Cl)c1 | 0% | -12
38 | CCN(CC)C(=O)Cn1cc(C(=O)C(=O)N2CCN(Cc3ccc4c(c3)OCO4)CC2)c2ccccc21 | ? | /
39 | NC(=O)c1ccc(NC(=O)Cc2ccc(S(=O)(=O)N3CCCCC3)cc2)cc1 | ? | /
40 | Cc1ccc2nc(-c3ccccn3)cc(C(=O)Nc3ccc(S(=O)(=O)N4CCOCC4)cc3)c2c1 | ? | /
41 | Cc1cc2n(n1)C(c1sccc1C)Nc1c(C)cccc1-2 (stereo not given) | ? | /
42 | Cc1c(C(=O)N(C)CCCCN2CCOCC2)oc2c(F)cccc12 | ? | /
43 | N#C/C(=C\c1ccccc1Br)C(=O)NC1CC1 | ? | /
44 | O=C(Nc1ccc(OCc2ccccc2)cc1)Nc1ccccc1C(=O)NCCCN1CCOCC1 | 1% | 0
45 | CCN(CC)C(=O)Cn1cnc2sc(C(=O)N3CCN(Cc4ccc5c(c4)OCO5)CC3)c(C)c2c1=O | 3% | 19
46 | Cc1ccc(C(C)C)c(OCC(=O)OCC(=O)NC2CCS(=O)(=O)C2)c1 (stereo not given) | ? | /
47 | CCN(C(=S)Nc1ccc(Oc2ccccc2)cc1)c1ccccc1 | 8% | 14
48 | O=C(O)CCn1cc(/C=C\C(=O)c2ccc(Cl)cc2)c(-c2cccc(Br)c2)n1 | ? | /
49 | C/C(=N/NC(=O)c1ccncc1)c1c[nH]c2ccccc12 | 3% | 9
50 | COc1cc(/C=C/C(=O)OCC(=O)Nc2ccc(S(=O)(=O)N3CCCC3)cc2)ccc1O | ? | /
51 | COc1ccc(C(=O)Nc2nccs2)cc1[N+](=O)[O-] | ? | /
52 | Cc1ccccc1Cn1c(=N)n(CC(=O)c2ccc([N+](=O)[O-])cc2)c2ccccc21 | ? | /
53 | COc1cc(N2CCCC2)ccc1[N+](=O)[O-] | -23% | 7
54 | CN(C)C(CNC(=O)c1ccc(NC(=O)CC#N)cc1)c1ccccc1 (stereo not given) | 24% | /
55 | N#CCCCn1c(=O)oc2ccccc21 | -1% | -1
56 | Cc1c(C(=O)C(=O)N2c3ccc(F)cc3CCC2C)c2ccccc2n1C (stereo not given) | ? | /

The results go on.
entry | smiles | Lipid storage S3 | Lipid storage S3 cell count max
57 | COc1ccc(/C=C/C(=O)Oc2ccc(C)c(C)c2)cc1OC | -4% | -1
58 | O=S(=O)(Nc1ccc(-n2cccc2)cc1)c1ccccc1 | i | 17
59 | COc1cccc(C(=O)NNC(=O)c2ccccc2)c1 | ? | /
60 | CCCn1c(SC(C)C(=O)NC2CCCC2)n[nH]c1=O (stereo not given) | ? | /
61 | CCCCC(=O)N1C/C=C\C(c2ccc(OC)cc2)N(Cc2ccc(F)cc2)C(=O)C1 (stereo not given) | ? | /
62 | Cc1ccc(C(=O)N/C(=C\c2sccc2C)C(=O)NCc2ccco2)cc1 | -1% | /
63 | COc1cc(/C=C2/S/C(=N/S(=O)(=O)Cc3ccccc3)NC2=O)c([N+](=O)[O-])cc1OC | 0% | 20
64 | CCCc1nc2c(sc3nc4c(cc32)COC(C)(C)C4)c(=O)n1CCN(CC)CC | -19% | /

Taken from the results shown, 4 compounds:
entry | smiles | Lipid storage S3 | Lipid storage S3 cell count max
57 | COc1ccc(/C=C/C(=O)Oc2ccc(C)c(C)c2)cc1OC | -4% | -1
58 | O=S(=O)(Nc1ccc(-n2cccc2)cc1)c1ccccc1 | i | 17
59 | COc1cccc(C(=O)NNC(=O)c2ccccc2)c1 | ? | /
60 | CCCn1c(SC(C)C(=O)NC2CCCC2)n[nH]c1=O (stereo not given) | ? | /

Later entries
entry | smiles | Lipid storage S3 | Lipid storage S3 cell count max
65 | CCN(C(=O)COC(=O)C1CCN(S(=O)(=O)c2ccc(C)c(C)c2)CC1)C1CCCCC1 | 9% | 15
66 | CC(NC(=O)c1ccc(N2CCCC2=O)cc1)c1ccccc1 (stereo not given) | ? | /
67 | CCCNC(=O)N1CCC(c2nc3ccccc3s2)CC1 | ? | /
68 | Cc1ccsc1/C=N/NC(=O)C(O)c1ccccc1 (stereo not given) | ? | /
69 | O=C(O)C(NS(=O)(=O)c1ccccc1)C(O)c1ccccc1 (stereo not given) | ? | /
70 | Cc1ccc(NC(=S)N2CCN(c3ccccc3F)CC2)c(C)c1 | ? | /
71 | O=C(NC(=S)Nc1ccc(Cc2ccncc2)cc1)c1ccccc1 | ? | /
72 | CCc1nc2c(C#N)c(-c3ccc(Cl)cc3)ccn2n1 | ? | /
73 | Cc1nnc(NC(=O)CC(C)c2ccccc2)s1 (stereo not given) | 20% | -6
74 | COc1ccc(C(=O)Nc2ccc3ccccc3c2)c(OC)c1 | ? | /
75 | CCOC(=O)CNC(=O)CSc1nnc(Cn2cnc3ccccc32)n1C | ? | /
76 | COc1ccc(C(=O)NC(C)c2nnc(SCC(=O)Nc3nc4ccccc4s3)n2C)cc1 (stereo not given) | ? | /
77 | CC(C)C(c1nnnn1Cc1ccc(F)cc1)N1CCSCC1 (stereo not given) | -4% | -11
78 | COc1ccc(NC(=O)CSc2nc(N)c(C#N)cc2C#N)cc1 | ? | /
79 | CCCSc1nc(-c2ccccc2)cc(C(F)(F)F)c1C#N | -6% | 5
80 | CCCN(CC1CC1)C(=S)NC(=O)c1ccc(S(=O)(=O)N2CCOCC2)cc1 | ? | /
81 | Cc1cccc(NC(=O)CCN2CCN(C/C=C/c3ccccc3)CC2)c1 | ? | /
82 | CCn1c(SCC(=O)Nc2sccc2C(N)=O)nnc1C1CC1 | ? | /
83 | CCOc1ccc(NC(=O)CN(c2ccc([N+](=O)[O-])cc2)S(=O)(=O)c2ccccc2)cc1 | ? | /
84 | COc1ccc(CCNC(=O)CSc2c[nH]c3ccccc23)cc1OC | -2% | 5
85 | CC(=O)c1c(C)[nH]c(C(=O)CSc2ncnc3sc(-c4ccccc4)cc23)c1C | 22% | 20
86 | COc1ccc(N2CC(C(=O)Nc3ccc(N4CCOCC4)cc3)CC2=O)cc1 (stereo not given) | ? | /
87 | COc1cccc(-n2nnc3c(=O)n(CC(=O)N4CCCCC4)cnc32)c1 | ? | /
88 | Cc1sc(NC(=O)C2C3CCC(C3)C2C(=O)O)c(C(N)=O)c1-c1ccc(C(C)(C)C)cc1 (stereo not given) | 9% | 16
89 | CCN1CCCC(NC(=O)c2scc3c2CCCC3)C1 (stereo not given) | ? | /
90 | C#CCNC(=O)C1=C[C@@H](C2CCCCC2)[C@H](CCCO)[C@@H](OCC)O1 | -17% | -10
91 | CC1(C)CC(=O)C(C2c3ccccc3Oc3ccccc32)C(=O)C1 | ? | /
92 | COc1ccc(CNC(=O)c2c(O)c3cc(OC)c(OC)cc3[nH]c2=O)cc1OC | ? | /
93 | CCC1CCCCN1CCN1C(=O)C2C(C(=O)Nc3ccc(OC)cc3)C3C=CC2(O3)C1C(=O)NC1CCCCC1 (stereo not given) | ? | /
94 | O=C(Cc1ccccc1)NC(NNc1ccccc1)(C(F)(F)F)C(F)(F)F | ? | /
95 | CC(=O)c1ccc(S(=O)(=O)NCCC(=O)OC(C)C(=O)Nc2ccc(F)cc2)cc1 (stereo not given) | ? | /
96 | O=C(c1cccc([N+](=O)[O-])c1)N1CCN(c2n[nH]c(=O)[nH]c2=O)CC1 | -20% | -1
97 | COc1cccc(CNC(=S)Nc2cc(C)ccc2C)c1 | -4% | /
98 | Cn1c(CNC(=O)c2ccc3c(c2)OCO3)nnc1SCC(=O)Nc1ccccc1Cl | ? | /
99 | CCOc1ccc(NS(=O)(=O)c2ccc(C(=O)NC3CCC(O)CC3)cc2)cc1 (stereo not given) | ? | /
100 | COc1ccc(N=Cc2c(O)cc(C)oc2=O)cc1 | ? | /
101 | Cc1ccc2cc3c(N)c(C(=O)Nc4c(C)[nH]c(=O)[nH]c4=O)sc3nc2c1 | ? | /
102 | CCc1cc[n+](C2=C([O-])c3ccccc3C(=O)/C2=N\S(=O)(=O)c2cccs2)cc1 | 1.8µM* | 2.6*
103 | N#CC1=C(N)N(c2ncn[nH]2)C2=C(C(=O)CCC2)C1c1ccccc1 (stereo not given) | -5% | 11
104 | Cc1cc(C(=O)Nc2ccccc2N2CCOCC2)c(C)o1 | 0% | -5
105 | Cc1ccc(NC(=O)CCOc2ccccc2C)cc1C | ? | /
106 | CCOc1ccc(C(C(=O)NC2CCCCC2)N(C(=O)c2ccco2)c2ccc(-n3cnnn3)c(C)c2)cc1 (stereo not given) | 1% | -3
107 | Cc1ccc(C(=O)CC(C(=O)O)P(=O)(c2ccccc2)c2ccccc2)cc1 (stereo not given) | 14% | /
108 | Cc1ccc(-c2nc3ncccc3o2)cc1NC(=S)NC(=O)c1ccco1 | ? | /

Single records (already shown). Order of values: Lipid storage S3 | Lipid storage S3 cell count max
`Cc1ccc(-c2nc3ncccc3o2)cc1NC(=S)NC(=O)c1ccco1` is listed as ? | /
`CCOc1ccc(C(C(=O)NC2CCCCC2)N(C(=O)c2ccco2)c2ccc(-n3cnnn3)c(C)c2)cc1` (stereo not given) is listed as 1% | -3
`Cc1ccc(NC(=O)CCOc2ccccc2C)cc1C` is listed as ? | /
`Cc1ccc(C(=O)CC(C(=O)O)P(=O)(c2ccccc2)c2ccccc2)cc1` (stereo not given) is listed as 14% | /
